Screens deposited in PubChem by several laboratories.
PLK1 PBD inh: Plk1 (human) PBD binding inhibition; P53350; Plk1 PBD phosphopeptide binding, fluorescence polarization; inhibition, %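 (tested at about 20 µM)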; 97,000 tested, 0.13% active; AID 693; in the data active means inhibition above about 34%, passing the limit was not always enough
E coli WT exp: blocks growth of wild type E. coli BW25113. OD600 absorbance. growth inhibition, % at 100 µM. 98,000 tested, 0.15% active;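 active means growth inhibition above about 50% at one test dose, limit read from the data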;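 further: growth measured after 20 h incubation at 37 °C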
PLK1 inh: blocks human PLK1 kinase activity; P53350; recombinant PLK1 kinase, TR-FRET peptide phosphorylation; inhibition, % at 10 µM; 97,000 tested, 0.53% active; AID 619;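 active means inhibition of 50% or more in the single-concentration screen; inactive means inhibition below 50%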;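 further: 0% = DMSO max control and 100% = H-89 dihydrochloride min control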
HUVEC tox TNFa: toxic to HUVEC cells under TNF alpha stimulation; 93,000 tested, 0.17% active; HUVEC TNFalpha-stimulated, Hoechst cell count, imaging; cell count reduction, % at 2 µM;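 active means cell count reduction exceeding the screen mean by over 5 SD, scaled to untreated wells per plate, cut at about 78% in these data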;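 further: cells counted after 24 h of TNF alpha exposure following the 1 h pretreatment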
cytoskel mod: cytoskeleton assembly modification; 91,000 tested, 0.18% active; HUVEC TNFa F-actin phalloidin imaging, high content; AID 836; inhibition, % at 2 µM;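 active means inhibition above the batch mean plus 3 SD and confirmed as a hit by visual image inspection, cut at about 30% in these data, passing the limit was not always enough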; further: strong numbers were not always called active
VCAM1 TNFa inh: reduces TNF alpha induced VCAM1 expression in HUVEC; 95,000 tested, 0.48% active; HUVEC TNFa-induced VCAM-1 immunofluorescence, high-content imaging; inhibition, % at 2 µM;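 active means inhibition above the batch mean plus 3 SD, with images confirmed as a hit by eye, cut at about 37% in these data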;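 further: 0% = TNF-stimulated DMSO wells and 100% = unstimulated control wells; not every result past the cut was called active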
HUVEC tox IL1B: HUVEC cytotoxicity counter-screen, IL-1B stimulated. HUVEC cell count loss, Hoechst imaging. cell count reduction, % at 2 µM. 94,000 tested, 0.41% active;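 active means cell count reduction more than 3 SD above the screen-wide mean, cut at about 70% in these data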;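 further: normalized per plate to untreated control cells as the no-loss baseline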
sEH inhibitor: inhibitors of human soluble epoxide hydrolase | P34913 | recombinant human sEH enzymatic activity assay | inhibition, % at 2 µM | 91,000 tested, 0.34% active | AID 707; in the data active means inhibition above about 80%; further: values of inactives mirror those of a sister screen read the other way; many of its hits are not listed in these tables
hDAT+cocaine: human DAT dopamine uptake with cocaine, either direction | B-score at 10 µM | LLC-PK1 hDAT cells, [14C]-dopamine uptake with cocaine IC80; actives deviate in either direction | Q01959 | 110,000 tested, 1.3% active;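 active means Z score or B-score, a plate-position-corrected score, falls beyond the plate's 99.7% confidence bounds, in either direction; inactive means both scores lie inside the 99.7% bounds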;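 further: scored against the spread of the other compound wells on the same plate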
Target sequence (Q01959 whole entry, looked up): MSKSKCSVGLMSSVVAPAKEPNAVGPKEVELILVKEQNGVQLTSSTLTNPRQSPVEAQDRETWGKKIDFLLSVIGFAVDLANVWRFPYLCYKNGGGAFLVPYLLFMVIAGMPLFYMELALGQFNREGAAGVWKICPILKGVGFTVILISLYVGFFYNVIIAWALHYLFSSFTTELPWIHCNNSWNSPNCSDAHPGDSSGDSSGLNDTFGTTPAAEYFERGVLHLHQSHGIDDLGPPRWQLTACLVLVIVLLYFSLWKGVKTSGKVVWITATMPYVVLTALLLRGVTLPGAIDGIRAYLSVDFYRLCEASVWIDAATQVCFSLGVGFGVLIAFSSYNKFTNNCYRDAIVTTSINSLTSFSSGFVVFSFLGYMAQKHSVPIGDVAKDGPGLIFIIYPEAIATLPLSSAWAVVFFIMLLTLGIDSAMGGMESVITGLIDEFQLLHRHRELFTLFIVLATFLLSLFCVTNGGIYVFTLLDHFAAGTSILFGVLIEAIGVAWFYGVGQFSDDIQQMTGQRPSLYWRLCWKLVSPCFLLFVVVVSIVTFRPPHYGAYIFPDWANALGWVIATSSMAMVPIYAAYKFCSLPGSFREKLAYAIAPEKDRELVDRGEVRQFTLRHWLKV
* hit, by the source's call; x = not tested or not shown.

SMILES	PLK1 PBD inh	E coli WT exp	PLK1 inh	HUVEC tox TNFa	cytoskel mod	VCAM1 TNFa inh	HUVEC tox IL1B	sEH inhibitor	hDAT+cocaine
COCCn1c(SCC(=O)Nc2cccc(OC)c2)nnc1-c1ccc(Cl)cc1	-17	-3	-11	-22	-13	9	-4	2	1.2
Cc1ccccc1-c1nc(CN2CCC(C(=O)NCCC3=CCCCC3)CC2)c(C)o1	2	16	-11	-28	41	12	0	93*	0.037
CC1(C)CC(=O)C=C(NCc2cccnc2)C1	-14	-5	-2	-46	40	1	-14	2	0.073
CCc1cc(C(=O)NNC(=S)NCC2CCCO2)cs1 (stereo unspecified)	-3	-2	-5	-24	16	1	5	2	-0.025
CCN(CC)C(=O)c1sc(N)c(C(=O)OC(C)C)c1C	7	x	-9	-25	0	-23	-35	4	-0.27
Cc1cc2c(cc1C)[n+](C)cn2CC(O)COCc1ccccc1 (stereo unspecified)	28	2	-4	0	-24	1	-10	-9	0.37
CCOc1ccc(C(C)=O)cc1N1C(=O)C2C3C=CC(O3)C2C1=O (stereo unspecified)	-7	5	8	14	32	0	14	-3	-0.87
CC1=CC(=C2C(=O)c3ccccc3C2=O)C=C(C)N1C	-16	-1	-7	-13	-21	0	3	-1	x
CN(C)CCNC(=O)c1ccc(CS(=O)(=O)c2ccc(Br)cc2)o1	18	x	-4	-15	-9	14	4	-18	-0.0022
CC(C)CNC(=O)c1nc(-c2ccccc2)n(-c2ccccc2)n1	17	-2	-4	-6	-4	9	-4	x	0.64
COc1ccc(CC(=O)NCc2cccs2)cc1OC	-1	-1	-10	x	-2	14	12	3	-2.4
CCC(=O)NC(c1cccc([N+](=O)[O-])c1)c1c(OC(C)=O)ccc2ccccc12 (stereo unspecified)	-7	x	-9	-26	-4	-4	21	-14	2.1
CCOC(=O)C(Cc1c[nH]c2ccccc12)NC(=O)CNC(C)=O (stereo unspecified)	-21	2	3	-12	26	-13	0	2	-1.3
Cc1ccc(Nc2nnc(SCn3nnc4ccccc4c3=O)s2)cc1	-30	-8	0	-4	-8	-12	-17	-12	-0.86
Cc1ccc2cc(CNC(C)(C)C)c(=O)[nH]c2c1	11	10	-15	-17	24	-31	-5	-1	0.93
COc1ccc2c(c1)[n+](=O)c(C(C)=O)c(C)n2[O-]	-18	30	-5	-52	24	21	-1	6	0.52
O=C(CCn1c(=O)[nH]c2ccsc2c1=O)N(CCc1ccccc1)Cc1ccccc1	11	-5	-1	12	x	-11	4	-16	0.55
Cc1ccc(C)c(NC(=O)c2ccc[n+](Cc3ccc([N+](=O)[O-])cc3)c2)c1	4	2	-6	-2	-11	0	-27	-2	-0.56
S=C(NCCSCc1ccccc1Cl)Nc1ccccc1	6	-4	-14	-22	38	1	-41	8	1.3
CCOc1ccccc1C(=O)NCC(=O)OCC(=O)N1C(C)CCCC1C (stereo unspecified)	1	6	-12	-18	-7	12	-6	1	-0.19
CCOc1ccc(NCc2nnc(SCc3ccccc3Cl)n2-c2ccccc2)cc1	7	-20	-12	-1	12	-11	-8	-9	-12*
O=C(Cn1nnc(-c2ccccc2-n2cnnn2)n1)NCc1ccccc1	6	-14	-10	-4	-45	0	2	5	0.78
COC(=O)c1cnc(SC)nc1C	36	5	-11	-18	-10	9	-33	10	-0.19
CC(=O)N(C)C1(c2nnnn2CCOC(=O)Nc2cccc3ccccc23)CCCC1	6	1	-10	-12	8	2	-120	-6	0.076
O=C1CC(Nc2ccc(N3CCOCC3)cc2)C(=O)N1C1CCCCC1 (stereo unspecified)	10	x	-12	-19	-9	-29	-3	-8	0.39

Structures shown so far that contain a nitro group on carbon:
SMILES	PLK1 PBD inh	E coli WT exp	PLK1 inh	HUVEC tox TNFa	cytoskel mod	VCAM1 TNFa inh	HUVEC tox IL1B	sEH inhibitor	hDAT+cocaine
CCC(=O)NC(c1cccc([N+](=O)[O-])c1)c1c(OC(C)=O)ccc2ccccc12 (stereo unspecified)	-7	x	-9	-26	-4	-4	21	-14	2.1
Cc1ccc(C)c(NC(=O)c2ccc[n+](Cc3ccc([N+](=O)[O-])cc3)c2)c1	4	2	-6	-2	-11	0	-27	-2	-0.56

(cont.)
SMILES	PLK1 PBD inh	E coli WT exp	PLK1 inh	HUVEC tox TNFa	cytoskel mod	VCAM1 TNFa inh	HUVEC tox IL1B	sEH inhibitor	hDAT+cocaine
Nc1nnnn1/N=C/c1ccco1	20	0	-12	-6	4	-14	-18	x	1.3
COc1ccc(CCn2c(C)cc(C(=O)CSc3nnnn3C)c2C)cc1	-5	-7	4	-14	-17	-3	-15	15	0.072
CC(C)c1nnc(NC(=O)c2ccc(N3C(=O)CCC3=O)cc2)s1	7	-1	-6	-5	-23	6	-27	5	0.01
Cc1ccc2[nH]c3c(c2c1)CCc1cn[nH]c1-3	12	39	-2	-6	6	2	3	-26	x
COc1ccc2nc(NC(=O)c3ccc4ncsc4c3)sc2c1	1	-13	-7	-24	-13	8	-23	-9	-0.014
CCc1nc(SCCO)c2oc3ccccc3c2n1	-2	-4	-7	-32	5	-18	-70	8	-0.1
CCOC(=O)c1cnc(SCC(C)C)nc1N	24	1	-1	14	19	12	10	-5	0.17
CCOC(=O)C1CCN(C(=O)Nc2ccc3oc(C)nc3c2)CC1	5	-3	-7	-19	-5	32	2	59	-0.17
CCCc1nc2ccccc2c(C(=O)O)c1CC	-11	2	-18	2	8	12	-27	15	-0.75
O=C(Cc1cn2ccsc2n1)OCc1ccccc1	1	2	-12	-30	17	5	-20	-1	-0.26
CCC1CCCCN1S(=O)(=O)c1ccc(C(=O)Nc2nnc(-c3ccccc3Cl)o2)cc1 (stereo unspecified)	14	-2	-19	-9	-12	-3	8	20	0.36
CN(C)c1ccc(CNC(=O)CN(C)S(=O)(=O)c2cccc3cccnc23)cc1	3	-2	-10	-25	19	24	8	4	1.6
CCOC(=O)C1=C(C)N(Cc2ccccc2)C(=O)NC1c1ccc(OC)cc1 (stereo unspecified)	-10	6	-4	40	-46	2	6	4	-0.11
Cc1nc2c(c(=O)n1CCC1=CCCCC1)c1nc3ccccc3nc1n2/N=C/c1ccco1	-5	-12	-15	-9	28	-4	22	-4	x
Cc1ccc(-c2nc3cnccn3c2Nc2c(C)cccc2C)o1	-19	11	-6	-4	-21	16	-24	-5	0.0059
Nc1ncnc(Nc2ccccc2C(F)(F)F)n1	-6	3	72*	-26	8	-8	6	0	-0.32
Cc1ccc(N=Cc2ccc(N(C)C)cc2)cc1	-25	4	-17	7	-5	8	-8	1	0.97
Cc1ccc(-c2nc(N)c3c(-c4ccc(C)cc4)nn(C(C)(C)C)c3n2)cc1	2	-7	-16	3	-8	-13	18	-11	-0.28
Cc1ccc(Nc2cc(C)nc3ncnn23)c(Cl)c1	10	7	17	-12	2	10	-24	1	0.056
Cc1cnc(C(=O)Nc2nnc(C)s2)cn1	-1	3	1	-26	50	2	-12	x	-0.034
Cc1ccc(NC(=O)C(C)N2C(=O)C3CC=C(Cl)CC3C2=O)cc1 (stereo unspecified)	-6	0	-7	-6	0	5	-18	8	0.029
CCN(CC)CCn1c(NCc2nc3ccccc3n2Cc2ccccc2)nc2ccccc21	4	7	-5	0	-2	18	x	12	0.84
COc1ccc(-c2nc(CCNC(=O)c3ccco3)cs2)cc1OC	-4	16	-15	-20	21	3	-24	-1	0.34
CCOC(=O)CC(=O)CSc1ncnc2c1oc1ccccc12	-12	-6	-10	-19	22	-7	-7	-20	x
S=c1[nH]ncn1/N=C/c1ccc(N2CCOCC2)cc1	9	-2	-12	-18	0	10	-7	-6	-0.69
The list continues.
SMILES	PLK1 PBD inh	E coli WT exp	PLK1 inh	HUVEC tox TNFa	cytoskel mod	VCAM1 TNFa inh	HUVEC tox IL1B	sEH inhibitor	hDAT+cocaine
O=C1CC(Cc2ccccc2)C(=O)N1CCc1ccc2c(c1)OCO2 (stereo unspecified)	-25	-5	-8	-47	30	5	-10	-16	0.33
C=COCCNC(=O)Nc1ccc(Cl)c(Cl)c1	-11	17	-10	-2	6	7	2	8	0.35
CNNC(=O)C(C)NC(=O)c1ccc(Br)cc1 (stereo unspecified)	2	-1	-1	-2	18	6	0	-4	0.94
CCc1ccc(-c2cc(C(=O)Nn3cnnc3)c3ccccc3n2)cc1	-4	-5	-6	-14	4	0	0	-4	0.015
Cc1ccc(NC(=S)N2CCC(c3nc4ccccc4s3)CC2)cc1C	4	-7	-9	0	-11	5	-26	-10	-0.076
COc1cc(NC(=O)c2cc3sccc3n2C)cc(OC)c1	-18	-19	-8	-1	-15	3	-4	-11	1.1
O=S(=O)(Nc1ccc2c(c1)OCO2)c1cccs1	5	9	-8	-27	-11	4	-29	2	-0.45
CC(C)Oc1ccccc1C1CC(=O)Nc2cc3c(cc21)OCCO3 (stereo unspecified)	-7	-12	-6	46	2	86*	12	-7	-0.16
COC(=O)c1cccc(COC(=O)CNC(=O)c2ccco2)c1	-3	1	-8	-32	-6	8	-24	x	0.32
O=c1c2[nH]c3ccccc3c2ncn1CCC1=CCCCC1	20	-3	-12	-26	-8	-12	-27	13	-1.1
c1ccc2cc3[nH]c(CN4CCCCC4)nc3cc2c1	-4	16	-4	-15	-6	15	-6	0	-0.39
COc1ccc2nc(NC(=O)CSc3nnc(-c4ccoc4C)n3C)sc2c1	9	-14	-12	3	0	5	15	-6	-0.5
Cn1c(N)c(C(=O)c2cc(-c3ccccn3)nc3ccccc23)c(=O)[nH]c1=O	-18	2	1	-15	-19	17	-7	x	x
CSc1nc2ccccc2cc1/C=C(\C#N)c1ccccc1	-24	-12	-6	-11	5	1	-25	-1	-0.092
O=C(O)c1ccc(Cl)c(NC(=O)C2CCCN2S(=O)(=O)c2cccc3nsnc23)c1 (stereo unspecified)	0	1	8	-13	-18	23	-36	-3	0.7
Cc1nc2ccc(Br)cn2c1NC(C)(C)C	8	13	-1	-16	-7	-8	x	-24	0.7

Filtered by structure: the compounds so far with an aryl methoxy group
SMILES	PLK1 PBD inh	E coli WT exp	PLK1 inh	HUVEC tox TNFa	cytoskel mod	VCAM1 TNFa inh	HUVEC tox IL1B	sEH inhibitor	hDAT+cocaine
COCCn1c(SCC(=O)Nc2cccc(OC)c2)nnc1-c1ccc(Cl)cc1	-17	-3	-11	-22	-13	9	-4	2	1.2
COc1ccc(CC(=O)NCc2cccs2)cc1OC	-1	-1	-10	x	-2	14	12	3	-2.4
COc1ccc2c(c1)[n+](=O)c(C(C)=O)c(C)n2[O-]	-18	30	-5	-52	24	21	-1	6	0.52
COc1ccc(CCn2c(C)cc(C(=O)CSc3nnnn3C)c2C)cc1	-5	-7	4	-14	-17	-3	-15	15	0.072
COc1ccc2nc(NC(=O)c3ccc4ncsc4c3)sc2c1	1	-13	-7	-24	-13	8	-23	-9	-0.014
CCOC(=O)C1=C(C)N(Cc2ccccc2)C(=O)NC1c1ccc(OC)cc1 (stereo unspecified)	-10	6	-4	40	-46	2	6	4	-0.11
COc1ccc(-c2nc(CCNC(=O)c3ccco3)cs2)cc1OC	-4	16	-15	-20	21	3	-24	-1	0.34
COc1cc(NC(=O)c2cc3sccc3n2C)cc(OC)c1	-18	-19	-8	-1	-15	3	-4	-11	1.1
COc1ccc2nc(NC(=O)CSc3nnc(-c4ccoc4C)n3C)sc2c1	9	-14	-12	3	0	5	15	-6	-0.5
